# Compound activity from PubChem.
# KCNH2 3.1 block = KCNH2 3.1 (human) potassium channel inhibition | U2OS KCNH2 3.1, thallium flux FluxOr; active compounds read low | activity change, % (tested at about 1.8 µM) | 340,000 compounds, 0.95% hits | AID 720553;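 active means maximum activity change below -70%; inconclusive means maximum activity change from -70% to -50%; inactive means maximum activity change above -50%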;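 further: thallium influx rate constant from kinetic fluorescence after stimulation buffer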
#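 Kinetic fluorescence (2 min after stimulation buffer) measures Tl+ influx through KCNH2 3.1 expressed by viral transduction in U2OS cells; the rate constant is normalized against DMSO controls serving as positive and negative references.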
# KCNH2 WT inh = inhibitors of human wildtype KCNH2 potassium channel; Q12809; 340,000 compounds, 0.37% hits; U2OS, BacMam KCNH2, thallium flux FluxOr; active compounds read low; activity change, % at 1.84 µM;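 active means maximum activity change below -70%; inconclusive means maximum activity change between -70% and -50%; inactive means maximum activity change above -50%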
# Target sequence (Q12809 whole entry, looked up): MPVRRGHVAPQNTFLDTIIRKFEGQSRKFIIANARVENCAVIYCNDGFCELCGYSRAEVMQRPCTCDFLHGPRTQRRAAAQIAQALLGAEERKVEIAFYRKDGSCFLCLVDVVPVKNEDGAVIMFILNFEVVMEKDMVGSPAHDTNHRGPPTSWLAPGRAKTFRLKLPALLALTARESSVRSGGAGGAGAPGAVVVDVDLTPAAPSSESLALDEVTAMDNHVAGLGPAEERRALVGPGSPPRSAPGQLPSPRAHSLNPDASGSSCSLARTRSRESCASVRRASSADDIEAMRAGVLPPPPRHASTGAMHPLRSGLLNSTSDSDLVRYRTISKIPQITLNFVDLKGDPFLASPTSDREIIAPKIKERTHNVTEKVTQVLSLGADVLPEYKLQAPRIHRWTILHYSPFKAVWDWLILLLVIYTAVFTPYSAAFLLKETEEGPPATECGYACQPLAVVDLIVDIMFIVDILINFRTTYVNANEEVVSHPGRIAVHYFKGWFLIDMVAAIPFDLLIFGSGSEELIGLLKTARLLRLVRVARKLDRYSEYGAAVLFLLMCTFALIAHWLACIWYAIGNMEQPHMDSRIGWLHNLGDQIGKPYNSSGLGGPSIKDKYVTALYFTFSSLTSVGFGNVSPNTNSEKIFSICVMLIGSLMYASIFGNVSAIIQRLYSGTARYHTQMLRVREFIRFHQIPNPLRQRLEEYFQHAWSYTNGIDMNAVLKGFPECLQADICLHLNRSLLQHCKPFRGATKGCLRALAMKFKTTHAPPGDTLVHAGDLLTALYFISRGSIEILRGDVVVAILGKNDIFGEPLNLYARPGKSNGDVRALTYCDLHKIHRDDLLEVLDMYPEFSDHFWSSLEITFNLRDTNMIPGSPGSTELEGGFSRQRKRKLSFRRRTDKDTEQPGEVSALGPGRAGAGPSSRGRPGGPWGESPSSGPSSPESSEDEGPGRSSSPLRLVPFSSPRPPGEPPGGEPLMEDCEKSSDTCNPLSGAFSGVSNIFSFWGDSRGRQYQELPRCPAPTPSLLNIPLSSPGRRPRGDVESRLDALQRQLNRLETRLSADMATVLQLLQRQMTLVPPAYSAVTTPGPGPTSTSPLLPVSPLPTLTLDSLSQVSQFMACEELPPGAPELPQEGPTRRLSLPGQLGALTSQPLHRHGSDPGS
#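 U2OS cells transduced with wild-type KCNH2 virus are loaded with FluxOr dye for 45 min, and thallium flux is measured in kinetic reads before and after stimulation buffer. Rate constants are normalized to DMSO controls.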
# uPA generation = cell surface uPA generation inhibition | 330,000 compounds, 0.31% hits | Potency, µM (titrated, usually from 38.3 µM), for the others: at the highest dose activity change, negative = inhibition, hits mostly inhibitors | cell surface uPA generation assay, qHTS | AID 540303; active means well fitted inhibition curve with a large enough effect; inconclusive means small, poorly fitted or top-dose-only effect; inactive means no such curve, though single readings can be large or run the other way; tested in mouse RAW 264.7 cells; further: potency means the concentration at half of the fitted maximal effect; nearly all actives have a fitted effect of over 55% in size
# Giardia kill = Giardia lamblia killing; Giardia lamblia trophozoite viability; activity change, % at 7.66 µM, hits read low; 340,000 compounds, 0.15% hits; AID 540267; in the data active means activity change below about -80%; inconclusive means between about -30% and that limit;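 further: parasites exposed to compound for two days anaerobically before the ATP read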
#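 Media and compound were dispensed first, then trophozoites at 100 cells/well; plates sat 48 hrs at 37 deg C without oxygen before ATP luminescence reagent was added and read after 15-30 min at room temperature.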
# * hit, by the source's call; ? = inconclusive; [ ] = dose if it differs, or a comment. On the % scale 0 is the no-effect control and ±100 the full control effect. This is a subset (hit frequency here may not be typical).
SMILES,KCNH2 3.1 block,KCNH2 WT inh,uPA generation,Giardia kill
CC(C)CN1CC(Br)C(=O)NC1=O (centres undefined),-3,3,1%,3
O=[N+]([O-])c1cccc(COc2cccc(CN3CCCCC3)c2)c1,16,1,-18%,11
O=C(NN=Cc1cccc2ccccc12)C(=O)NN=Cc1cccc2ccccc12,-2,-8,5%,-2
O=C(c1ccccc1)N(c1ccccc1)c1nccc2ccccc12,-3,-11,6%,5
Cn1c(=O)c2c(nc(OC/C=C/c3ccccc3)n2C)n(C)c1=O,2,6,0%,1
O=C(Nc1ccccc1)C(CCCCN1C(=O)c2ccccc2C1=O)N1C(=O)c2ccccc2C1=O (centres undefined),-25,-4,0%,3
O=C1CC(c2ccccc2)C(c2ccccc2)=NN1 (centres undefined),1,5,5%,1
CCOC(=O)c1ccc(S(=O)(=O)N2CCN(C3CC(=O)N(c4ccc(OC)cc4)C3=O)CC2)cc1 (centres undefined),3,1,-15%,4
CCOC(=O)C(C#N)(Cc1ccc2ccccc2n1)Cc1ccc2ccccc2n1,-1,-6,-4%,18
CCOC(=O)N1CCC(NC(=O)c2oc3c(C)c(C)ccc3c2C)CC1,17,25,-2%,18
COc1ccccc1N(C)S(=O)(=O)c1ccc(C(=O)Nc2cc(OC)c(OC)c(OC)c2)cc1,1,-3,?,-9
N#CCc1ccc(OC(=O)c2ccncc2)cc1,-3,-2,-1%,0
O=C(NCc1c[nH]c2ccccc12)c1ccccc1,6,-4,3%,4
CC(=O)Nc1cc2c(c([N+](=O)[O-])c1C)C(C)(C)CC2(C)C,-2,-5,10%,20
COc1cc(C=NOC(=O)Nc2ccccc2)cc(OC)c1OC,-5,-3,-1%,0
O=C1C=C(Nc2cccnc2)c2ccccc2C1=O,-2,-9,-11%,10
Cc1ccc(S(=O)(=O)Nc2c(C)cc([N+](=O)[O-])cc2C)cc1,1,23,3%,-16
CCOC(=O)[C@H]1[C@H]2COc3ccc(Br)cc3[C@H]2N2C(=O)CN(Cc3ccc(C)cc3)C(=O)[C@@]12C,-6,6,-14%,15
CC(C)C(C)N(Cc1ccc(C(=O)O)cc1)C(=O)c1ccc2ccccc2n1 (centres undefined),-7,-6,0%,11
C#Cc1cccc(C(=O)N2CCCC(CCC(=O)NCc3ccccc3F)C2)c1 (centres undefined),-4,0,-1%,-5
Cc1nc(-c2ccccc2)sc1C1(C)CC(c2ccccc2F)=NO1 (centres undefined),16,-14,13%,4
Cn1c(=O)c2[nH]c(SCCN)nc2n(C)c1=S,-8,13,10%,11
COC(=O)[C@@]1(Cc2ccccc2)[C@H]2C(=O)N(Cc3ccccc3)C(=O)[C@H]2[C@H]2CN(C)C(=NCc3ccccc3)N21,-11,9,4%,2
COc1ccc(Nc2nc(C)cc(-c3cc(-c4ccccc4)on3)n2)cc1,-15,-4,0%,-11
N#Cc1ccccc1OCC(=O)Nc1cc(S(=O)(=O)N2CCCCC2)ccc1N1CCOCC1,-49,-19,-7%,-15
C=C(C)[C@@H]1CC=C(CO)CC1,15,3,0%,-2
Cc1onc(-c2ccccc2Cl)c1C(=O)Nc1cc(=O)n(C)c(=O)n1C,21,-2,-8%,4
O=C(NC(CSC(=O)c1ccccc1)C(=O)O)OCc1ccccc1 (centres undefined),18,-7,9%,-14
CCN1C(=O)/C(=C/c2cn(-c3ccccc3)nc2-c2cccnc2)SC1=S,-6,4,0%,-5
COc1cccc(C2C(C(=O)c3cc4ccccc4o3)=C(O)C(=O)N2CCN(C)C)c1OC (centres undefined),-14,-9,-9%,-11
CC(C)c1cc(CN2C(C)COCC2C)cc(C(C)C)c1O (centres undefined),-3,7,-4%,5
CCCn1c(C)nc2c(c1=O)c1nc3ccccc3nc1n2-c1ccccc1,27,-1,0%,33[activator]
COc1ccc(-c2ccc3c(c2)[C@@H]2C[C@H](N(C)S(=O)(=O)c4ccccc4)[C@H]([C@H](C)O)C(=O)N2CC3)cc1,-37,5,-19%,10
CCOc1ccccc1C(=O)N(Cc1ccccc1)Cc1cc2cc3c(cc2[nH]c1=O)OCCO3,3,0,-6%,3
Cc1ccc2c(C)c(C(=O)Nc3cccnc3)oc2c1C,8,2,8%,-2
Oc1ccc2c(c1)c1ccccc1c1ncccc21,7,-3,?,-22
CCCCN1C=C(C(=O)c2ccccc2)C(=O)CC1,6,6,14%,-9
CC1=C(C)N(C)[C@H](c2ccccc2Br)[C@H](O)C1=O,-2,20,-3%,6
Cc1cccc(Nc2nc(N)nc(N)c2N=O)c1,-3,1,-4%,0
O=C(C(c1ccccc1)c1ccccc1)N1CCC(c2nc(-c3ccccc3Cl)no2)CC1,-17,-5,4%,4

# Reformatted with bars between the fields: part of the list above.
Molecule | KCNH2 3.1 block | KCNH2 WT inh | uPA generation | Giardia kill
Cc1ccc2c(C)c(C(=O)Nc3cccnc3)oc2c1C | 8 | 2 | 8% | -2
Oc1ccc2c(c1)c1ccccc1c1ncccc21 | 7 | -3 | ? | -22

# Compounds above containing a COOH group, in the order listed:
SMILES,KCNH2 3.1 block,KCNH2 WT inh,uPA generation,Giardia kill
CC(C)C(C)N(Cc1ccc(C(=O)O)cc1)C(=O)c1ccc2ccccc2n1 (centres undefined),-7,-6,0%,11
O=C(NC(CSC(=O)c1ccccc1)C(=O)O)OCc1ccccc1 (centres undefined),18,-7,9%,-14

# (next part)
SMILES,KCNH2 3.1 block,KCNH2 WT inh,uPA generation,Giardia kill
CC(=O)Nc1ccc(C(=O)NCC(c2ccco2)N(C)C)cc1 (centres undefined),11,-14,-21%,-10
COc1ccc(CCC(=O)c2ccc(OC)cc2)cc1,-6,1,4%,-2
O=C1NCC(Nc2ccc(Cl)cc2)C(=O)N1 (centres undefined),15,0,-1%,-6
COc1cc(C(=O)NCCc2ccc3c(c2)OCO3)cc(OC)c1OC,-30,-2,-1%,-29
COc1ccc(NC(=O)CCCCC(=O)Nc2ccc(OC)cc2OC)c(OC)c1,-2,-1,5%,-4
CCNCCNc1ccc(Cl)cc1[N+](=O)[O-],-43,-1,2%,8
O=C(NNC(=O)c1cccc2ccccc12)c1ccc(Cl)cc1,12,-9,-2%,9
CCOC(=O)C[C@H]1c2cc(F)ccc2S(=O)(=O)N1C1CCCCC1,9,-10,-15%,-12
CC(C)OCCCNc1nc2c(cnn2C)c(=O)[nH]1,4,5,4%,4
CCN(C(=O)COC(=O)c1nc(Cl)ccc1Cl)c1c(N)n(Cc2ccccc2)c(=O)[nH]c1=O,3,31,12%,14
CCCCN1CCC(=O)NC1=O,5,-2,1%,-3
COc1ccc(CNCCCNCc2ccc(OC)c(OC)c2)cc1OC,10,2,3%,-11
COc1ccccc1NS(=O)(=O)c1cccc(C(=O)NCC2(N3CCCCC3)CCCCC2)c1,-6,17,-2%,-4
O=C(Nc1ccc(Cl)cc1)c1ccc2c(c1)S(=O)(=O)c1ccccc1C2=O,-11,0,9%,-3
CCOc1ccc(-c2cc(C(=O)N3CCC(C)CC3)c3ccccc3n2)cc1,1,5,0%,-17
COC(C/C=C\[C@@H](O)[C@@H](C)OCc1ccccc1)OC,-2,-3,7%,13
Cc1ccc(S(=O)(=O)N2CCOCC2)cc1C(=O)NC1CCN(Cc2ccccc2)CC1,13,5,4%,-21
O=C1c2ccccc2C(=O)N1CC1CO1 (centres undefined),27,2,4%,13
NC(=S)N1N=C(c2ccccc2)CC1=O,-6,-4,6%,6
O=c1n(CC2CO2)c(=O)n(CC2CO2)c(=O)n1CC1CO1 (centres undefined),15,-1,-13%,-29
CN(c1ccccc1)c1ncccn1,-11,-9,-22%,-21
Cc1cccc(C)c1-c1ccc(CN2C(CC(C)C)C(=O)N(Cc3cn(CCO)nn3)CCS2(=O)=O)cc1 (centres undefined),-10,2,?,3
CCCCCCCCCCCCCC(=O)NO,-7,-6,-5%,21
CC(C)CNC(=O)C1(N2C(=O)c3ccccc3C2=O)CCCC1,-3,-9,2%,-2
CC1CCc2c(sc3nc(C4CC4)nc(N4CCN(C(=O)c5ccco5)CC4)c23)C1 (centres undefined),?,-2,-13%,20
O=C(NCc1cccs1)[C@@H]1CCCN1S(=O)(=O)c1ccccc1F,-2,7,4%,1
CCOC(=O)/C=C1\NC2(CCCCC2)Cc2cc(OC)c(OC)cc21,-5,-28,-2%,-14
CCOc1ccccc1C=NNc1ccc([N+](=O)[O-])cn1,-1,1,4%,-7
Oc1ccc2ccccc2c1CN1CCCCC1,-21,0,1%,22
CCOC(=O)C1C2C=CC3(CN(c4ccccc4CC)C(=O)C13)O2 (centres undefined),-9,-5,1%,-10
Cc1[nH]c(N)nc(=S)c1CCCNc1ccccc1,-3,8,2%,-2
O=C(OCC(O)C(O)C(O)C(SCc1ccccc1)SCc1ccccc1)c1ccccc1 (centres undefined),-21,-4,10%,9
Cc1ccc(NC(=S)NC(=O)c2cncc(Br)c2)cc1Cl,3,-8,-1%,-1
CN(C(=O)c1cccc(NC(=O)Cc2ccc(NC(=O)C3CCN(C(=O)C4CCC4)CC3)cc2)c1)C1CC1,-2,-1,0%,9
COCCCN1CC23C=CC(O2)C(C(=O)OC)C3C1=O (centres undefined),-14,-13,9%,-4
CC(Oc1ccc(Br)cc1)C(=O)Nc1ccc(S(=O)(=O)NC2=NCCCCC2)cc1 (centres undefined),8,19,-3%,9
O=C(NNC(=O)c1ccc2ccccc2c1)c1ccc(Cl)cc1,5,-1,2%,-6
CN(CCc1ccccc1)C(=O)c1cccc(NC(=O)Cc2cccc(NC(=O)C3CCN(C(=O)C4CCCC4)CC3)c2)c1,1,-18,-8%,?
O=C(O)C(c1ccccc1)C1CCCCC1O (centres undefined),1,3,4%,-8
CC1CCCC12NC(=O)NC2=O (centres undefined),17,12,4%,15

# Record cards, from the list above. Order of values: KCNH2 3.1 block, KCNH2 WT inh, uPA generation, Giardia kill
# O=C(NCc1cccs1)[C@@H]1CCCN1S(=O)(=O)c1ccccc1F across the screens: -2, 7, 4%, 1
# O=C(NNC(=O)c1ccc2ccccc2c1)c1ccc(Cl)cc1 across the screens: 5, -1, 2%, -6
# CC(Oc1ccc(Br)cc1)C(=O)Nc1ccc(S(=O)(=O)NC2=NCCCCC2)cc1 (centres undefined) across the screens: 8, 19, -3%, 9
# CN(C(=O)c1cccc(NC(=O)Cc2ccc(NC(=O)C3CCN(C(=O)C4CCC4)CC3)cc2)c1)C1CC1 across the screens: -2, -1, 0%, 9
# CN(c1ccccc1)c1ncccn1 across the screens: -11, -9, -22%, -21

# (more compounds)
SMILES,KCNH2 3.1 block,KCNH2 WT inh,uPA generation,Giardia kill
CCOC(=O)/C=C/c1ccc2c(c1)S(=O)(=O)N(Cc1ccc(OC)cc1)[C@H]2CC(=O)OCC,-10,-2,-9%,24
CCCn1c(SCC(=O)Nc2cc(C)on2)nc2c1c(=O)n(C)c(=O)n2C,5,8,1%,-3
O=C(CN1C(=O)c2ccccc2S1(=O)=O)c1ccc(Cl)cc1Cl,-10,-1,-8%,-25
CCOC(=O)[C@@H]1[C@H]2COc3ccc(Br)cc3[C@@H]2N2C(=O)N(c3cccc(Cl)c3)C(=O)[C@]12C,-4,6,13%,-4
Cn1c(=O)c2[nH]c(COc3ccccc3)nc2n(C)c1=O,5,-5,-7%,0
O=C1NC[C@H](Cc2ccccc2)N(CC2CCN(CC3CCCC3)CC2)C1=O,-6,20,16%,-26
c1cc(CNCCN2CCNCC2)ccn1,0,-3,-4%,14
Cc1cc2c(cc1C)NC(=O)CC(c1ccccc1)=N2,0,28,3%,12
O=S1(=O)CCS(=O)(=O)C1c1ccccc1,1,-2,-9%,-6
COc1ccc(C(=O)Cn2c(N3CCCCC3)nc3c2c(=O)n(C)c(=O)n3C)cc1OC,18,-2,1%,7
CCc1ccc(/C(C)=N/NC(=O)CNC(=O)/C=C/c2ccco2)cc1,9,6,4%,12

# An excerpt from above in order of number of heavy atoms, lowest first:
SMILES,KCNH2 3.1 block,KCNH2 WT inh,uPA generation,Giardia kill
COC(C/C=C\[C@@H](O)[C@@H](C)OCc1ccccc1)OC,-2,-3,7%,13
Cn1c(=O)c2c(nc(OC/C=C/c3ccccc3)n2C)n(C)c1=O,2,6,0%,1
C#Cc1cccc(C(=O)N2CCCC(CCC(=O)NCc3ccccc3F)C2)c1 (centres undefined),-4,0,-1%,-5
